High-throughput results (PubChem BioAssay)
CHO parental Ca – counter-screen for OX1R antagonists: effect in parental CHO cells | parental CHO-K1, ATP-induced calcium, Fluo-8 fluorescence | inhibition, % at 5.6 µM | hit rate 0.63% among 330,000 | AID 463079;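 active = inhibition above that plate's mean sample inhibition plus 3 SD, cut at about 26% in these data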;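 also: 0% = ATP-challenged DMSO wells and 100% = DMSO wells without ATP; some compounds past the cut are filed as inactive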
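test system = CHO parental line | reagent = ATP stimulus | measured by = intracellular calcium via Fluo-8 no-wash fluorescent dye | control set = ATP and no-ATP DMSO wells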
M1 ag parental – counter-screen for M1 agonists: effect in parental CHO-K1 cells. activation, % at 3 µM. Fluo-8 calcium fluorescence; scaled to maximal ATP response, vehicle zero. hit rate 0.48% among 360,000; in the data active = activation above about 15%;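 also: untransfected CHO-K1 host cells lacking M1 receptor as counterscreen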
CHRM1 antagonist – blocks human M1 muscarinic receptor; hit rate 1.3% among 360,000; P11229; CHO-K1 hM1, Fluo-8 calcium fluorescence, ACh EC80 antagonist; AID 588852; inhibition, % at 3 µM;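 active = percent inhibition above its own plate's cutoff, namely the mean of that plate's compound wells plus 3 SD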;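 also: peak over basal fluorescence ratio during 140 s after agonist addition; 0% = ACh EC80 plus DMSO and 100% = DMSO alone without agonist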
Target sequence (P11229 whole entry, looked up): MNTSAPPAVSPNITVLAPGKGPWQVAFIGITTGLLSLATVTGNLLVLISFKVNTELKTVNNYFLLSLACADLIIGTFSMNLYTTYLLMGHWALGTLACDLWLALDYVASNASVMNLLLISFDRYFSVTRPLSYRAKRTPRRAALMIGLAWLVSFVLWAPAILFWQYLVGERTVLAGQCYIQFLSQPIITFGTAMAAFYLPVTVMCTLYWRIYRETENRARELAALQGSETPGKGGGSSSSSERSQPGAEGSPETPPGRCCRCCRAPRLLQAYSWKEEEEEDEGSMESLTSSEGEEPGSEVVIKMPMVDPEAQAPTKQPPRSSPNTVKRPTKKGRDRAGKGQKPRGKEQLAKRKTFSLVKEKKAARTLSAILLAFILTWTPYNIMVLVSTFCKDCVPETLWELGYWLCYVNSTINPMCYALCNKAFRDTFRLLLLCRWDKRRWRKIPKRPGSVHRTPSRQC
M1 PAM parental – counter-screen for M1 PAMs: effect in parental CHO-K1 cells. ATP EC20, Fluo-8 calcium fluorescence; 0% at ATP EC20, 100% at ATP max. activation, % at 3 µM. hit rate 0.02% among 360,000;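 active = activation above the run cutoff, the mean activation of all test compounds plus 3 SD, cut at about 40% in these data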;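 also: peak over basal fluorescence ratio in a 140 s read after ATP addition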
CHRM1 agonist – activates human CHRM1 receptor. P11229. CHO-K1 hM1, Fluo-8 calcium fluorescence, agonist mode; 0% DMSO, 100% acetylcholine EC100. activation, % at 3 µM. hit rate 0.33% among 360,000;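 active = activation above the run's mean compound activation plus 3 SD, cut at about 16% in these data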;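 also: peak over basal fluorescence ratio within a 140 s kinetic read after compound addition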
CHO-K1 Ca antag – nonselective inhibitor or artifact in parental CHO-K1 cells. inhibition, % at 3 µM. ATP-induced calcium, Fluo-8 fluorescence. hit rate 0.6% among 360,000;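 active = inhibition above a per-plate cutoff, the plate's mean sample inhibition plus 3 SD, cut at about 24% in these data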;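 also: 0% = DMSO plus EC80 ATP and 100% = DMSO alone without ATP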
TAAR1 antagonist – antagonists of human TAAR1; Q96RJ0; CHO RD-HGA16 TAAR1, Fluo-8 calcium fluorescence, antagonist; inhibition, % at 3 µM; hit rate 1.5% among 360,000; AID 624466;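 active = inhibition above a per-plate cutoff, the mean inhibition of test compounds on that plate plus 3 SD, cut at about 49% in these data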;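 also: 0% = DMSO plus EC80 beta-PEA response and 100% = DMSO alone without agonist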
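System: CHO RD-HGA16 cells bearing hTAAR1. Reagent: EC80 β-phenethylamine stimulus. Schedule: seeding 17-24 h prior, 75-min 37 °C, 30-min RT dye loading. Signal: Fluo-8 intracellular calcium dye fluorescence, real-time kinetic reads. Read-out: % inhibition from peak post-agonist over basal fluorescence ratio. Benchmarks: vehicle wells and EC80 agonist wells. Replicates: n of 1.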
CHRM1 PAM – human CHRM1 positive allosteric modulation. activation, % at 3 µM. CHO-K1 hM1, Fluo-8 calcium fluorescence, ACh EC20; 0% = ACh EC20, 100% = maximal ACh. P11229. hit rate 0.088% among 360,000; in the data active = activation above about 19%, passing the limit was not always enough
TAAR1 ag – human TAAR1 agonism. CHO RD-HGA16 TAAR1, Fluo-8 calcium fluorescence; vehicle wells 0%, saturating PEA agonist 100%. activation, % at 3 µM. hit rate 0.99% among 360,000;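 active = activation above the mean activation of all test compounds in the run plus 3 SD, cut at about 38% in these data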
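test system = CHO RD-HGA16 cells carrying human TAAR1 plus Gα16 | schedule = 17-24 h seeding, 75 min 37 °C dye, 30 min RT | compound dosing = 3 µM single concentration | control set = DMSO and PEA EC100 | replicates = n 1 | signal = Fluo-8 fluorescence, 5 s baseline then 140 s kinetic read | measure = percent activation vs PEA EC100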
* = called active by the depositor; . = not tested or not shown.

1. O=C1CC(c2c[nH]c3ccccc23)C(=O)N1c1ccccc1 (stereo not given)
2. NC(=O)c1ccccc1N/C=C/C(=O)c1ccccc1
3. O=C(Nc1ccc2c(c1)OCO2)C1CC(c2ccc(F)cc2)=NO1 (stereo not given)
4. COc1ccc(S(=O)(=O)NCC2CCCN(CC(C)(C)C)C2)cc1 (stereo not given)
5. Cc1nnc2ccc(-c3ccc(NS(=O)(=O)c4ccccc4F)cc3)nn12
6. Oc1ccc(Br)cc1-c1cc(-c2ccccc2F)[nH]n1
7. O=C(CSc1nnc(Cn2c(=O)sc3ccccc32)n1-c1ccccc1)NCC1CCCO1 (stereo not given)
8. CC1=C(C(=O)OC(C)C)C(C)NC(=O)N1 (stereo not given)

compound no.,1,2,3,4,5,6,7,8
CHO parental Ca,-7.0,-29.8,7.3,-5.9,-0.5,5.8,-14.2,2.8
M1 ag parental,2.2,0.6,0.7,0.3,0.1,-0.1,0.4,0.4
CHRM1 antagonist,-14.5,-2.2,-3.1,6.5,-30.9,-0.9,0.1,6.7
M1 PAM parental,13.7,12.5,10.4,-18.8,-10.9,-3.7,8.5,7.5
CHRM1 agonist,-1.3,-3.7,0.1,-5.9,1.0,1.5,-4.8,-3.1
CHO-K1 Ca antag,-9.5,-7.1,-2.4,8.1,10.7,25.6*,1.8,-2.4
TAAR1 antagonist,-1.9,19.2,6.3,-1.4,-4.5,13.6,-17.6,9.4
CHRM1 PAM,10.4,4.0,9.4,1.5,15.4,-1.2,-6.7,5.0
TAAR1 ag,1.7,3.4,3.5,1.0,1.3,7.6,2.0,7.6

9. O=C(Nc1ccc(OCC(=O)N2CCOCC2)cc1)c1cccc(Cl)c1
10. CCOc1nc(NCc2ccco2)nc(Nc2ccccc2F)n1
11. O=C(NCc1ccccc1F)C1CCCN(C(=O)NC2CCCCC2)C1 (stereo not given)
12. Cc1cscn1
13. COc1ccc(S(=O)(=O)N2CCc3ccccc32)cc1C(=O)Nc1cc(S(C)(=O)=O)ccc1Cl
14. CCN1CCN(C(CNS(=O)(=O)c2ccccc2)c2ccccc2)CC1 (stereo not given)
15. O=C(CSc1nc2ccc([N+](=O)[O-])cc2[nH]1)NC1CCCCCC1

compound no.,9,10,11,12,13,14,15
CHO parental Ca,-9.0,-16.9,-17.1,-3.2,.,-17.8,-10.2
M1 ag parental,8.2,-0.6,0.1,0.1,0.3,1.1,9.8
CHRM1 antagonist,-5.0,1.2,-10.8,-10.7,-11.6,7.3,-2.7
M1 PAM parental,5.2,-6.2,4.3,16.5,5.1,9.7,-2.2
CHRM1 agonist,-2.1,-6.0,-3.3,-1.6,-3.3,-5.6,4.2
CHO-K1 Ca antag,4.9,14.3,-18.2,-10.8,-16.4,-10.7,-3.5
TAAR1 antagonist,-12.8,-7.2,-3.9,-9.8,-0.9,0.2,12.3
CHRM1 PAM,6.3,2.2,22.5,12.4,8.8,-2.4,0.5
TAAR1 ag,3.5,12.8,22.1,3.4,1.4,1.4,17.1

Of the compounds above, 7 contain a carbonyl joined to an NH by a bond outside any ring.
2. NC(=O)c1ccccc1N/C=C/C(=O)c1ccccc1
3. O=C(Nc1ccc2c(c1)OCO2)C1CC(c2ccc(F)cc2)=NO1 (stereo not given)
7. O=C(CSc1nnc(Cn2c(=O)sc3ccccc32)n1-c1ccccc1)NCC1CCCO1 (stereo not given)
9. O=C(Nc1ccc(OCC(=O)N2CCOCC2)cc1)c1cccc(Cl)c1
11. O=C(NCc1ccccc1F)C1CCCN(C(=O)NC2CCCCC2)C1 (stereo not given)
13. COc1ccc(S(=O)(=O)N2CCc3ccccc32)cc1C(=O)Nc1cc(S(C)(=O)=O)ccc1Cl
15. O=C(CSc1nc2ccc([N+](=O)[O-])cc2[nH]1)NC1CCCCCC1

compound no.,2,3,7,9,11,13,15
CHO parental Ca,-29.8,7.3,-14.2,-9.0,-17.1,.,-10.2
M1 ag parental,0.6,0.7,0.4,8.2,0.1,0.3,9.8
CHRM1 antagonist,-2.2,-3.1,0.1,-5.0,-10.8,-11.6,-2.7
M1 PAM parental,12.5,10.4,8.5,5.2,4.3,5.1,-2.2
CHRM1 agonist,-3.7,0.1,-4.8,-2.1,-3.3,-3.3,4.2
CHO-K1 Ca antag,-7.1,-2.4,1.8,4.9,-18.2,-16.4,-3.5
TAAR1 antagonist,19.2,6.3,-17.6,-12.8,-3.9,-0.9,12.3
CHRM1 PAM,4.0,9.4,-6.7,6.3,22.5,8.8,0.5
TAAR1 ag,3.4,3.5,2.0,3.5,22.1,1.4,17.1
